Assay outcomes deposited in PubChem by several laboratories.
KCNQ1 act – human KCNQ1 channel potentiation or activation; P51787; hit rate 0.35% among 310,000; CHO-K1 KCNQ1, thallium flux FluxOR fluorescence; hits give high values; B-score at 10 µM; AID 2648;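 active = fluorescence ratio B-score, a plate-corrected score, at least three library SD, with initial intensity B-score within 5 SD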
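System: Stable KCNQ1 CHO-K1 line | Incubation: 90 min dye loading and 20 min compound exposure, both at room temperature | Measure: Ratio B score | Medium: Assay buffer for compound exposure, DMSO matched across wells | Compound dosing: Single-concentration screen | Probe or stimulus: K+/Tl+ depolarizing stimulus | Measured by: Kinetic FluxOR fluorescence, 10 s baseline plus 110 s post-stimulus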
GSK3 alpha inh – human GSK-3 alpha kinase inhibition; P49840; ADP-Glo luminescence, 60 min; inhibition, % at 10 µM; hit rate 0.1% among 320,000;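 in the data active = inhibition above about 50%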;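 note: GST-tagged GSK-3 alpha with peptide substrate and 25 µM ATP; 0% = DMSO neutral wells and 100% = GW8510 positive control wells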
KCNQ1 block – human KCNQ1 channel inhibition; P51787; CHO-K1 KCNQ1, FluxOR thallium flux fluorescence; hits give high values; B-score at 10 µM; hit rate 1.3% among 310,000;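 active = compounds whose thallium flux B-score, printed positive for inhibition, exceeds three library SD while starting fluorescence stays within three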;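 note: channel opened by potassium depolarization with thallium stimulus after 20 min compound exposure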
KCNK9 inh – inhibitors of human KCNK9 two-pore domain potassium channel | B-score at 10 µM | hit rate 1.2% among 310,000 | Q9NPC2 | HEK293 KCNK9, FluxOR thallium flux fluorescence; hits give low values;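 active = ratio B-score over 3 SD below the library mean, with starting fluorescence within 5 SD of its mean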;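 note: negative B-score means less thallium flux so channel inhibition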
PolyA inh – blocks polyadenylation in yeast reporter cells; S. cerevisiae SKY197-pL101 polyadenylation reporter, beta-gal luminescence; efflux-impaired pdr1/pdr3 knockout yeast; score 100 = 6 SD above DMSO; calls only at 12 µM; hit rate 0.02% among 300,000;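 active = lowest replicate activity score at least 50, where 100 means six control SD above control mean; inconclusive = lowest score under 50 but half or more replicates reach 50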;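 note: yeast exposed to compound for 9 h at 30 °C; higher score means more reporter readthrough which indicates perturbed polyadenylation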
GSK3B inh – inhibitors of human GSK3beta kinase; GST-GSK3beta kinase, ADP-Glo luminescence, 60 min; hits give low values; hit rate 0.038% among 300,000; activity score (negative = inhibition), % at 10 µM; P49841;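 active = more than half of replicate wells score below -50%, meaning over 50% inhibition versus plate controls; inconclusive = some replicates but at most half score below -50%; inactive = no replicate scores below -50%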;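 note: 0% = median DMSO wells and -100% = median GW8510 positive control wells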
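Assay system: GST-fused GSK3beta enzyme, cell-free / Medium: Tris pH 7.5 buffer with MgCl2, DTT, BSA, heparin / Also added: peptide substrate plus 25 µM ATP (final) / Compound: 10 µM single point / Timing: kinase reaction with compound 60 min at room temperature / Detection: ADP-Glo luminescence / Benchmarks: DMSO neutral wells and GW8510 at 20 µM as positive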
KCNK3 block – human KCNK3 channel inhibition, primary screen; CHO-KCNK3 thallium flux, FluxOR fluorescence; hits give low values; B-score at 10 µM; O14649; hit rate 0.84% among 340,000;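 active = B-score under library mean minus 4 SD, starting fluorescence ratio at most library mean plus 5 SD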;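 note: more negative B-score means stronger inhibition of thallium flux through KCNK3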
hERG protect – compounds protecting human hERG from proarrhythmic drug block; Q12809; CHO-hERG, FluxOR thallium flux, dofetilide IC70 present; activation (rescue from dofetilide block), less the hit threshold, % at 10 µM; hit rate 0.51% among 310,000; AID 1511;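 active = activation above the mean of controls blocked by dofetilide plus 5 SD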;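 note: thallium influx through hERG after potassium depolarization seen as dye fluorescence rise; in these data hits start at about 4.7%; inactives centre near -7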
Target sequence (Q12809 whole entry, looked up): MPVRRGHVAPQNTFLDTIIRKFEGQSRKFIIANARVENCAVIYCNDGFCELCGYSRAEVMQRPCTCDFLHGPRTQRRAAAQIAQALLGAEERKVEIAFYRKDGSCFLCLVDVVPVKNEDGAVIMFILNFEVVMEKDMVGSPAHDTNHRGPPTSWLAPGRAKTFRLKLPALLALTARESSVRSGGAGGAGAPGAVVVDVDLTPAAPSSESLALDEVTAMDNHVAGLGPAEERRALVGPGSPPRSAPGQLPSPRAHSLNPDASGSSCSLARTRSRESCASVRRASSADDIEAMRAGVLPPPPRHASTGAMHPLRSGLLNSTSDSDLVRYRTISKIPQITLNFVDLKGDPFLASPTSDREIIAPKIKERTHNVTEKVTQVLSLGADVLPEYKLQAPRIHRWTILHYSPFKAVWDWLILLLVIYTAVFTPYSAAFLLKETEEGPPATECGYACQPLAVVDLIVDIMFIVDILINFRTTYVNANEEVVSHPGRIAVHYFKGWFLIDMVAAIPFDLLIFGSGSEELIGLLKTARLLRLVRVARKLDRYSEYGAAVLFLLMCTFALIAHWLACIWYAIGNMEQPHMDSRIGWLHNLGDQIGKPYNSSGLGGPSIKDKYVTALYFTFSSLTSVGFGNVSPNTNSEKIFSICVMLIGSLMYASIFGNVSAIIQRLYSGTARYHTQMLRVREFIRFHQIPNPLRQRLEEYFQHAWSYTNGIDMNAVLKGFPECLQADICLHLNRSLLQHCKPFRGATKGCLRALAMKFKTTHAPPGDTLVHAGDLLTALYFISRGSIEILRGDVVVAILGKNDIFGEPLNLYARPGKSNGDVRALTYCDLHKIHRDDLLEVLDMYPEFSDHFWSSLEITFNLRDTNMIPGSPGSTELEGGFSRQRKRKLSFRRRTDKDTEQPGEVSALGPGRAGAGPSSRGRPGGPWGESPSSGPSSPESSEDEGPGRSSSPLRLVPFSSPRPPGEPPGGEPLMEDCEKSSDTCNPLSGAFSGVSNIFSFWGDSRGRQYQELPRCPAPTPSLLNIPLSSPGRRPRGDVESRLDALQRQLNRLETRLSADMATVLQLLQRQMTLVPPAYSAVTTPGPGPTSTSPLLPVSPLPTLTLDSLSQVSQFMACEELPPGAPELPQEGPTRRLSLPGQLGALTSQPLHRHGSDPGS
DYRK1A inh – Dyrk1A (rat) kinase inhibition. ADP-Glo luminescence, NFATc1 peptide. inhibition, % at 12.5 µM. hit rate 0.43% among 310,000. Q63470. AID 504441; in the data active = inhibition above about 50%;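 note: plate controls were vehicle with enzyme for no effect and no enzyme for full effect; many of its hits are not listed in these tables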
HDAC3 inh – inhibitors of human histone deacetylase 3 | O15379 | recombinant HDAC3, fluorogenic peptide/trypsin coupled, fluorescence | inhibition, % at 8.3 µM | hit rate 0.15% among 320,000 | AID 2718; in the data active = inhibition above about 26%, passing the limit was not always enough; inconclusive = no clear call, values can overlap the other calls
RGS4 pot – potentiators or activators of RGS4. HEK293 M3R/inducible RGS4, carbachol calcium flux Fluo4; hits give low values. B-score at 10 µM. hit rate 0.92% among 310,000. AID 463111;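 active = B-score of the integrated calcium signal more than 4 SD below the library mean, with starting fluorescence not abnormally high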;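 note: negative B-score means reduced calcium response which marks RGS4 activation or potentiation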
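System: HEK293 FlpIn-TREx cells, stable M3R, doxycycline-inducible RGS4. Timing: overnight RGS4 induction, 30 min dye load 37 °C, 20 min compound RT. Also added: carbachol, ECmax concentration. Measured by: Fluo4 fluorescence kinetic imaging of calcium. Evaluation: integrated calcium ratio converted to B score.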
* = called active by the depositor; i = inactive; ? = inconclusive; . = no result given. These rows are one share of the data, so the mix of outcomes need not match the whole.

SMILES	KCNQ1 act	GSK3 alpha inh	KCNQ1 block	KCNK9 inh	PolyA inh	GSK3B inh	KCNK3 block	hERG protect	DYRK1A inh	HDAC3 inh	RGS4 pot
NC(=O)c1ccc([N+](=O)[O-])cc1SCc1ccccc1	i	0	i	i	i	2	i	-6	-6	3	i
O=C(c1cccc(F)c1)n1nnc2ccccc21	i	1	i	i	i	2	i	-1	-7	0	i
CCCn1c(=O)c2ccccc2n2c(SCC(=O)NCc3cccs3)nnc12	i	-8	i	i	i	-1	i	-10	14	3	i
COc1ccc(CN2CCC(Oc3ccc(C(=O)N4CCCCC4)cc3)CC2)cc1C	i	1	i	i	i	0	i	-9	1	-2	i
CCc1ccc(-c2nc(SCC(=O)N(CC)C3CCS(=O)(=O)C3)n[nH]2)cc1 (centres undefined)	i	.	i	i	i	2	i	-2	2	.	i
CCc1cccc(NS(=O)(=O)c2ccc3c(c2)n(C)c(=O)n3C)c1	i	-2	i	i	i	0	i	-4	-1	6	i
Cc1ccc(-n2c(=O)c3c4c(sc3n(Cc3cc(=O)n5ccccc5n3)c2=O)CCC4)cc1C	i	-1	i	i	i	3	i	-12	1	-7	i
O=C(NCc1ccc(F)cc1)N1CCN(S(=O)(=O)c2ccccc2F)CC1	i	-1	i	i	i	2	i	-10	-12	-3	i
Cc1ccc(-c2csc(NC(=O)c3ccc(Br)cc3)c2C(=O)O)cc1	i	-2	i	i	i	-2	i	-15	-2	9	i
O=C(NNc1nc2c(F)cccc2s1)C1=COCCO1	i	-2	i	i	i	1	i	-14	.	5	i
Cc1cc(Cl)ccc1OCCNC(=S)NC(=O)c1cccnc1	i	1	i	i	i	0	i	-10	0	6	i
Cc1ccccc1S(=O)(=O)Nc1nc2ccccc2nc1N1CCc2ccccc2C1	i	-6	7*	i	i	1	i	-18	-1	-6	i
COc1cc(/C=N/Nc2ccc(Cl)c(C(=O)O)c2)ccc1OC(=O)c1ccco1	i	9	i	i	i	1	i	-7	-6	15	i
O=C(Nc1ccccc1)c1ccc(S(=O)(=O)N2CCCCC2)cc1	i	-2	i	i	i	3	i	-1	-4	6	i
Fc1ccc(-c2csc(=S)[nH]2)cc1	35*	-1	i	i	i	3	i	48*	5	?	i
CNC(=O)CC(C(=O)O)c1ccc(OCC(C)C)cc1 (centres undefined)	i	.	i	i	i	-3	i	-6	-13	.	i
CCN(CC)c1ccc(C(=O)OCC(=O)NC2CCCCC2C)cc1 (centres undefined)	i	1	i	i	i	-3	i	-11	-9	-4	i
CCN(Cc1ccncc1)C(=O)CSc1ccc2ccccc2c1	i	-1	i	i	i	-1	i	-10	1	2	i
Cc1ccc(OCCC(=O)OCC(=O)Nc2cc(C)nn2-c2ccccc2)cc1	i	-1	i	i	i	-2	i	-10	-6	6	i
CCOC(=O)c1sc(NC(=O)/C=C/c2cnn(CC)c2C)c(C(=O)OCC)c1C	i	2	i	i	i	-3	i	-12	-2	11	i

2 entries drawn at random from those above:
SMILES	KCNQ1 act	GSK3 alpha inh	KCNQ1 block	KCNK9 inh	PolyA inh	GSK3B inh	KCNK3 block	hERG protect	DYRK1A inh	HDAC3 inh	RGS4 pot
Cc1cc(Cl)ccc1OCCNC(=S)NC(=O)c1cccnc1	i	1	i	i	i	0	i	-10	0	6	i
CNC(=O)CC(C(=O)O)c1ccc(OCC(C)C)cc1 (centres undefined)	i	.	i	i	i	-3	i	-6	-13	.	i

Other results
SMILES	KCNQ1 act	GSK3 alpha inh	KCNQ1 block	KCNK9 inh	PolyA inh	GSK3B inh	KCNK3 block	hERG protect	DYRK1A inh	HDAC3 inh	RGS4 pot
COc1ccc(-c2cc(C#N)nc(Oc3ccc(Cl)cc3)n2)cc1	i	-1	i	i	i	4	i	-7	-2	.	i
COc1ccc(C2C(C(=O)Nc3ccc4c(c3)OCCO4)c3ccccc3C(=O)N2C)cc1 (centres undefined)	i	1	i	i	i	2	i	-10	-6	2	i
CCOc1ccc(NC(=O)CN(C)Cc2cc(=O)n3c(-c4ccccc4)csc3n2)cc1OCC	i	1	i	i	i	2	i	-9	.	4	i
COCc1cc(C)nc(SCC(=O)NC2CCCCC2C)c1C#N (centres undefined)	i	-2	i	i	i	3	i	-5	3	-2	i
Cc1cccc(NC(=S)NC2CC3C=CC2C3)c1 (centres undefined)	i	0	i	i	i	-2	i	-3	-4	1	i
Cc1ccc(O)c(-c2cc(-c3ccccc3C)[nH]n2)c1	i	.	i	-7.4*	i	0	i	-7	8	.	i
O=C1OC(Cc2ccccn2)C(=O)C1=C1SCCS1 (centres undefined)	i	-1	i	i	i	-3	i	-1	2	1	i
CCc1nnc(NC(=O)C(NS(=O)(=O)c2ccc3c(c2)OCCO3)C(C)C)s1 (centres undefined)	i	-1	i	i	i	-1	i	-5	-8	2	i
Cc1cc2c(cc1C)-c1nnc(-c3ccc4ccccc4n3)n1C(C)(C)C2	i	2	i	i	i	0	.	-7	.	-3	i
COc1ccc2nc3cc(Cl)ccc3c(Nc3cc(C(C)C)c(O)cc3C)c2c1	i	-3	i	i	i	2	i	-8	-4	4	i
Clc1ccc(-c2onc3c2CCCC3)cc1	i	-5	i	i	i	-1	i	-1	2	-6	i
CCOC(=O)C(CC)n1cnc2c(nnn2-c2ccc(F)cc2)c1=O (centres undefined)	i	-1	i	i	i	2	i	-11	-3	-3	i
O=c1[nH]c(CN2CCN(c3ccccc3O)CC2)nc2scc(-c3ccccc3Cl)c12	i	-3	i	i	i	2	i	-16	11	2	i
C=CCn1cc(C(=O)OCC)c(=O)c2cc(F)c(F)cc21	i	1	i	i	i	0	i	-6	.	.	i
O=C(NCc1cccnc1)c1ccc(-c2cc(Cl)ccc2Cl)o1	i	3	i	i	i	-3	i	-15	7	-1	i
CCOC(=O)N1CCN(Cc2oc(CO)cc(=O)c2O)CC1	i	-1	i	i	i	0	i	-5	1	-3	i
CCOC(=O)c1c(C)oc2c1c(C(c1ccccc1)N1CCOCC1)c(O)c1ccccc12 (centres undefined)	i	1	i	i	i	2	i	-8	-2	-3	i
CCOCC(=O)Nc1ccccc1C(=O)O	i	-2	i	i	i	1	i	-5	-4	3	i
Cc1cc(C(=O)Nc2c(C)nn(Cc3ccc(Cl)cc3)c2C)no1	i	0	i	i	i	3	i	-9	-5	2	i
Cc1scc(C(=O)N/N=C/c2ccco2)c1C	i	2	i	i	i	3	i	-1	2	4	i
CC1=Nc2ccccc2/C1=C/c1sc(=S)n(-c2cccc(C(=O)O)c2)c1O	i	.	15*	i	i	5	-11*	4	.	.	i
COc1ccccc1NS(=O)(=O)c1cc(C(=O)NCc2ccncc2)ccc1C	i	0	i	i	i	2	i	-8	-1	0	i
CC(C)(C)NS(=O)(=O)c1ccc2nc(NC(=O)c3ccc(N4C(=O)CCC4=O)cc3)sc2c1	i	-4	i	i	i	1	i	-11	-1	-8	i
CN(C)C(=O)N(CCCN1CCOCC1)Cc1cccc2ccccc12	i	-5	i	i	i	3	i	-9	.	-6	i
CCN(CC(=O)Nc1ccc2c(c1)OCCO2)S(=O)(=O)c1ccccc1	i	-1	i	i	i	4	i	-7	-1	-1	i
CCc1ccccc1NC1Nc2cc(C)nn2S1 (centres undefined)	i	-1	i	i	i	1	i	-6	-3	-3	i
O=C(N/N=C/c1cc(Br)c(Br)o1)C(O)c1ccccc1 (centres undefined)	i	3	i	i	.	-4	i	-5	2	-3	i
S=C(NC1CCCCC1)N1CCc2ccccc2C1	i	-7	i	i	i	-2	i	-6	1	7	i
Cc1ccc(C(=O)NCC(c2ccco2)N2CCc3ccccc32)cc1C (centres undefined)	i	0	i	i	i	-10	i	-5	-2	-3	i
C=CCn1c(-c2ccc(S(=O)(=O)N3CCOCC3)cc2)csc1=Nc1ccccc1	i	0	i	i	i	0	i	-5	1	0	i
COCCNC(C)C(=O)C12CC3CC(CC(C3)C1)C2 (centres undefined)	i	-3	i	i	i	3	i	-3	7	0	i
O=C(O)c1ccc(S(=O)(=O)c2ccc3c(c2)C(=O)N(CC2CCCO2)C3=O)cc1 (centres undefined)	i	-4	i	i	i	0	i	-2	2	4	i
Cc1ccc(N2CCN(c3ncccc3[N+](=O)[O-])CC2)c(C)c1	i	-1	i	i	i	0	-8.8*	-5	-1	-5	i
COc1ccc(Cn2c(N)c(C#N)c3nc4ccccc4nc32)cc1	i	0	i	i	i	1	i	4	-1	-2	i
Cn1c2c(c3ccccc31)CCN1CCC[C@]21c1ccccc1	i	0	i	i	i	-3	i	-3	0	0	i
CC(C)(C)NC(=O)CCCSc1nc2ccccc2s1	i	-1	i	i	i	0	i	-15	.	11	i
Cc1cc(NC(=O)C(C)SCC(=O)Nc2ccccc2N2CCCCC2)no1 (centres undefined)	i	-3	i	i	i	-2	i	-4	-5	4	i
Cc1ccc(OCC(=O)Nc2ccc3oc(=O)ccc3c2)c(C)c1	i	-2	i	i	i	-1	i	-7	1	-7	i
O=C(CCl)c1ccc2[nH]c(=O)oc2c1	i	4	i	i	i	-2	i	-16	2	1	i
Cc1ccccc1OCc1n[nH]c(=S)n1-c1cccc(Cl)c1	i	-2	i	i	i	0	i	-5	4	-7	i
Cc1ccc(NCc2nnc(SCC(=O)N3CCc4ccccc43)n2C)cc1	i	-3	i	i	i	2	i	-10	5	-2	i
COc1ccc(CNc2nc(NCc3ccc(OC)cc3)n(C(=O)c3ccccc3[N+](=O)[O-])n2)cc1	i	-3	i	i	i	-2	i	-4	6	13	i
COc1ccc(OC)c(C2=NOC(C(=O)Nc3ccccc3SC)C2)c1 (centres undefined)	i	0	i	i	i	2	i	-18	-1	16	i
CCN(c1ccccc1)S(=O)(=O)c1ccc2[nH]c(=O)[nH]c2c1	i	0	i	i	i	-4	i	-3	1	6	i
Cc1cccc(NS(=O)(=O)c2c(C)n[nH]c2C)c1	i	-2	i	i	i	4	i	-3	12	5	i
Cc1ccc(C)c(S(=O)(=O)N2CCCOC2CNC(=O)C(=O)NCCCn2ccnc2)c1 (centres undefined)	i	0	i	i	i	-7	i	-2	-4	1	i

KCNK9 inh: what is marked active above.
smiles | KCNQ1 act | GSK3 alpha inh | KCNQ1 block | KCNK9 inh | PolyA inh | GSK3B inh | KCNK3 block | DYRK1A inh | HDAC3 inh
Cc1ccc(O)c(-c2cc(-c3ccccc3C)[nH]n2)c1 | i | . | i | -7.4* | i | 0 | i | 8 | .
